Assay outcomes as filed in PubChem BioAssay.
FBW7 activator: human FBW7 E3 ligase activation, primary screen | Q969H0 | AlphaScreen FBW7–phospho-cyclin E peptide binding, activator screen | normalized activity (activation), % at 26.1 µM | 650,000 compounds, 0.13% hits; in the data active = normalized activity above about 1.9%;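 also: purified mutant Fbw7 with reduced substrate affinity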
Target sequence (Q969H0 whole entry, looked up): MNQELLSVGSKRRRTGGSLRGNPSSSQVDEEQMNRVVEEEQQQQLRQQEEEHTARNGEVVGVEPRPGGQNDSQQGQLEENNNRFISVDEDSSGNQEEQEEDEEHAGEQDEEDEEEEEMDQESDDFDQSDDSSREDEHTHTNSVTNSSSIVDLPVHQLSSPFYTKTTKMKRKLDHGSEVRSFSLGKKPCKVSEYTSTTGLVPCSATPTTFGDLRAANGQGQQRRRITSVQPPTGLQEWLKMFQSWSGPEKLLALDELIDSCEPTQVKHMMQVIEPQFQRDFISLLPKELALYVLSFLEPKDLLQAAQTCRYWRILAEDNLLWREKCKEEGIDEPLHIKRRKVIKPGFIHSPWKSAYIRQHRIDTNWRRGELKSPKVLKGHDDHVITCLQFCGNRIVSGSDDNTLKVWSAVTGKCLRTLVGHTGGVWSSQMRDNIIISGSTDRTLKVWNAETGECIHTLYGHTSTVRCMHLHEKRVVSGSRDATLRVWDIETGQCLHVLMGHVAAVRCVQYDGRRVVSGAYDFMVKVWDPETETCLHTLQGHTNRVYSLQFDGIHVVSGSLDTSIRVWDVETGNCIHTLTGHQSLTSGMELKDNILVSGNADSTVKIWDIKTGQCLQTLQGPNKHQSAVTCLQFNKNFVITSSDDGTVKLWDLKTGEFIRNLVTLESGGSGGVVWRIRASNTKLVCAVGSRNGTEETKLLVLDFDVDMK
GPR151 ag: activators of human GPR151; Q8TDV0; PathHunter beta-arrestin GPR151 cells, luminescence; activation, % at 11.2 µM; 650,000 compounds, 1% hits; AID 1508602; in the data active = activation above about 4.9%;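 also: 0% = median of compound wells and 100% = cells with positive control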
Target sequence (Q8TDV0 whole entry, looked up): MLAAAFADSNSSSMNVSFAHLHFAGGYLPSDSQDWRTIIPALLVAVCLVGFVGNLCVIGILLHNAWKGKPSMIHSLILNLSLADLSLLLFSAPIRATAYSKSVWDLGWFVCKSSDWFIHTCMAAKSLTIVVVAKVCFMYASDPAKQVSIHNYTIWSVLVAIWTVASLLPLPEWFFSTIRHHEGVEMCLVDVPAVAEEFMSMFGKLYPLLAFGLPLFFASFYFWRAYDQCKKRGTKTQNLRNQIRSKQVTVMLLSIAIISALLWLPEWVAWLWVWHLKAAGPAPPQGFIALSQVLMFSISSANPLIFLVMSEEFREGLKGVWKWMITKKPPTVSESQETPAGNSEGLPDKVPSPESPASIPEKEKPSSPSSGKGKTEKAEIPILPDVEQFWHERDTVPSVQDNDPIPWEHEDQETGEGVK
TEAD-YAP inh: TEAD-YAP interaction inhibition; AID 1259422; HEK-TIYL cells, TEAD-Gal4/YAP UAS-luciferase luminescence; inhibition, % at 9.12 µM; 640,000 compounds, 1.4% hits; in the data active = inhibition above about 32%;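 also: 0% = median of test compound wells and 100% = reference inhibitor wells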
MITF inh: blocks human microphthalmia-associated transcription factor; O75030; AlphaScreen MITF homodimerization, bead proximity signal; inhibition, % at 2.6 µM; 650,000 compounds, 0.91% hits; in the data active = inhibition above about 50%;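 also: 0% = vehicle wells with protein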
Active calls of the source: *; / = no result given.

Molecule,FBW7 activator,GPR151 ag,TEAD-YAP inh,MITF inh
COc1ccccc1C1/C(=C(\O)c2ccccc2)C(=O)C(=O)N1c1nc2ccccc2s1 (stereo unspecified),-0.1,-1.1,20,6
COC(=O)c1ccccc1NC(=O)c1cc(C)nc2ccccc12,-0.1,0.0,-2,0
CC1(C)NC(=O)N(Cc2ccc(F)cc2)C1=O,0.1,-0.5,-6,-2
O=C(Nc1cnn(Cc2ccc(F)cc2)c1)c1cc(-c2cccs2)on1,0.1,0.8,-17,9
O=C1N=c2c(Br)cc(Br)cc2=C1c1[nH]c(=S)[nH]c1O,0.0,2.6,-4,-13
C/C(=C\C(=O)ONC(=O)c1ccccc1)NC(C)C,0.2,-0.3,-12,-1
O=C(Nc1nc(-c2cccc([N+](=O)[O-])c2)cs1)c1ccc(F)cc1,0.0,1.0,5,-7
Cc1ccc(C(C)C)c(Oc2ccc(N3C(=O)c4ccc(C(=O)OCC(=O)c5ccc([N+](=O)[O-])cc5)cc4C3=O)cc2)c1,0.5,0.3,12,7
O=C1c2ccccc2C(=O)N1CN(C(=O)c1ccccc1)c1ccc(F)cc1,0.0,0.2,-3,13
O=C(O)CCC/C=C\C[C@@H]1[C@@H](/C=C/[C@@H](O)C2CCCCC2)[C@H](O)C[C@@H]1O,/,2.2,/,-3

An excerpt from above in order of SMILES length, lowest first:
Molecule,FBW7 activator,GPR151 ag,TEAD-YAP inh,MITF inh
CC1(C)NC(=O)N(Cc2ccc(F)cc2)C1=O,0.1,-0.5,-6,-2
C/C(=C\C(=O)ONC(=O)c1ccccc1)NC(C)C,0.2,-0.3,-12,-1
O=C(Nc1cnn(Cc2ccc(F)cc2)c1)c1cc(-c2cccs2)on1,0.1,0.8,-17,9
O=C1c2ccccc2C(=O)N1CN(C(=O)c1ccccc1)c1ccc(F)cc1,0.0,0.2,-3,13

Additional structures follow:
Molecule,FBW7 activator,GPR151 ag,TEAD-YAP inh,MITF inh
CN(C)c1cc(-c2nnc(SCc3noc(C(C)(C)C)n3)n2C)nc(N(C)C)n1,-0.1,-0.6,-4,5
CCCOc1ccc(C2NC(=O)NC(C)=C2C(=O)OCCOc2ccccc2)cc1OC (stereo unspecified),0.2,-0.8,-15,-18
COC(=O)CNC(=O)c1cc(-c2ccncc2)nc2ccc(C)cc12,0.1,-0.2,-4,8
CC1=C(C(=O)OCc2ccccc2)C(c2ccc(-c3cccc([N+](=O)[O-])c3)o2)C(C(=O)OCc2ccccc2)=C(C)N1,0.1,0.5,8,10
Cc1cccc(CSc2ncnc3nc[nH]c23)c1,0.0,-0.1,0,5
CN(Cc1cc(-c2ccccc2)on1)C(=O)CCC1(Cc2ccccc2)CCC(=O)N1 (stereo unspecified),-0.2,0.2,8,9
COC(=O)c1ccccc1OC(=O)c1ccc(OC)c(Br)c1,0.0,-0.2,-11,-2
CC(C)(CC(=O)O)CC(=O)N1CCC2(CC1)OCCc1c2[nH]c2ccccc12,-0.3,-0.1,-5,-19
CCOc1ncccc1C(=O)Nc1ccccc1C(=O)NC(C)c1ccccc1 (stereo unspecified),0.0,-0.7,-10,15
Cc1cc(C)n(-c2cc(C(=O)O)cc(C(=O)O)c2)n1,0.1,-0.1,9,4
COc1cc(Nc2nc(C)cc(NCCCN3CCCC3=O)n2)cc(OC)c1OC,0.0,-1.9,1,2
Cc1cccc(N2C(=O)CC(NC3CCCCC3)C2=O)c1 (stereo unspecified),0.0,-0.9,5,18
CCN(CC)CCCNC(=O)C1c2ccccc2C(=O)N(C)C1c1ccc(OC)cc1 (stereo unspecified),0.1,-1.6,-3,18
COc1ccc(C(=O)Nc2oc3ccccc3c(=O)c2-c2ccccc2)cc1,0.3,-1.0,2,-8
CCCCc1ccc(C(=O)Nn2c(C3CCCCC3)nc3ccccc3c2=O)cc1,0.2,-0.4,6,-2
O=C(C[n+]1cccc(/C=N/O)c1)Nc1ccccc1C(=O)O,-0.1,1.0,-1,9
CC(=O)n1c2c(c3ccccc31)OC(N)=C(C#N)C2c1ccc(Cl)c([N+](=O)[O-])c1 (stereo unspecified),0.1,1.0,0,2
CCCC1=NN(c2nc3ccccc3s2)C(=O)/C1=C/N(C)C,0.0,-6.7,-18,-12
O=C(CC1CCCC1)Nc1ccc(S(=O)(=O)C(F)F)cc1,0.0,-1.6,-59,-7
O=C(CO/N=C/c1cccs1)N1CCN(c2ccccc2)CC1,0.2,-1.2,8,5
CCN(CC)C(=O)Cn1c(=O)n(CCOC)c2ncccc21,0.0,0.4,-7,-4
Cn1c2ccccc2n2c(=O)c(=O)n(CC(=O)Nc3ccc4c(c3)CCC4)nc12,0.0,-0.4,-4,17
CC(=O)NC1=NN(C(C)=O)C(C)(c2ccc(NC(C)=O)cc2)S1 (stereo unspecified),0.2,-0.1,4,-5
O=C(Nc1ccc(C(F)(F)F)cc1)N[C@H]1C[C@H]2C(=O)N[C@H](Cc3ccccc3)C(=O)N2C1,-0.2,1.3,0,-5
NC(=O)c1nnn(-c2ccc(S(=O)(=O)N3CCCCC3)cc2)c1N,0.1,0.6,1,-1
NS(=O)(=O)c1ccc2nc(NC(=O)c3cccc(N4C(=O)CCC4=O)c3)sc2c1,0.1,-0.8,12,11
CCOC(=O)C1=C(C)N=c2s/c(=C\c3cc(C)n(-c4ccc(C(=O)OCC)cc4)c3C)c(=O)n2C1c1ccc(OC)c(OC)c1 (stereo unspecified),0.0,2.2,9,1
Cc1cc(C(=O)C(=O)Nc2nncs2)c(C)n1-c1ccc(F)cc1,-0.2,0.4,-10,5
COc1ccccc1NC(=S)N(C)CCO,-0.1,-0.7,-10,-10
COc1ccc(NC(=O)CC2CCCCC2)c(OC)c1,0.1,0.0,-18,-4

New compounds follow.
Values run as follows: FBW7 activator | GPR151 ag | TEAD-YAP inh | MITF inh
> O=C1NC2(Nc3ccccc31)C(=O)N(Cc1cccc3ccccc13)c1ccccc12 (stereo unspecified)
→ 0.0 | 0.4 | -1 | 4
> Cn1c(=O)c2c([nH]c(=S)n2Cc2ccc(F)cc2)n(C)c1=O
→ 0.7 | 1.0 | 6 | 3
> NC(=O)c1ccccc1NC(=O)COc1ccc([N+](=O)[O-])cc1
→ -0.2 | -1.0 | -21 | -4
> COc1cc(/C=N/Nc2nn[nH]n2)cc([N+](=O)[O-])c1O
→ 0.5 | -0.5 | 1 | 30
> Cc1onc(-c2ccccc2)c1C(=O)NCCC(C)C
→ 0.0 | -0.2 | 7 | 5
> NC(=O)NCCCC(=O)OCC(=O)Nc1ccc(I)cc1
→ 0.0 | -0.2 | 9 | 8
> Cc1cccc(Nc2c([N+](=O)[O-])cc([N+](=O)[O-])c3nonc23)c1
→ 0.0 | -0.2 | -14 | 56*
> CCN(CC)CCN1CCN(c2ccnc3c(-c4ccc(C#N)cc4)cnn23)CC1
→ -0.2 | 0.4 | -9 | -26
> COc1ccc(OCC2c3cc(OC)c(OC)cc3CCN2C(=O)c2ccc(C)cc2)cc1 (stereo unspecified)
→ 0.0 | 0.2 | -1 | -2
> CCOC(=O)C1=C(CSc2nc(C)c(C)c(C)c2C#N)OC(N)=C(C#N)C1c1ccccc1Cl (stereo unspecified)
→ 0.1 | -1.3 | 7 | -3
> CCOc1cc(C(=O)Nc2c3c(nn2-c2ccc([N+](=O)[O-])cc2)CSC3)cc(OCC)c1OCC
→ -0.1 | 0.0 | -6 | -4
> COc1ccc(CNCc2ccccc2)cc1OC
→ -0.3 | 0.9 | 2 | -9
> Cc1ccc([N+](=O)[O-])cc1N1CC(O)=C(c2nc3ccccc3[nH]2)C1=N
→ -0.1 | 2.3 | 4 | 3
> O=S(=O)(NCC(c1cccs1)S(=O)(=O)c1cccs1)c1ccccc1 (stereo unspecified)
→ 0.7 | -1.1 | 0 | 16
> CS(=O)(=O)Nc1nc2n(n1)C(c1ccc(F)cc1)C=C(c1ccccc1)N2 (stereo unspecified)
→ -0.1 | -0.7 | -2 | 0
> COc1ccc(-c2noc(CC(=O)Nc3nc(C)cs3)n2)cc1
→ -0.1 | 3.4 | -5 | 9
> COc1ccc(CCNc2nc(-c3ccc(C(N)=O)cc3)nc3c2ncn3Cc2ccc(C(F)(F)F)cc2)cc1
→ 0.0 | 0.0 | 4 | -5
> COc1ccc(CN2CCNC(=O)C2CC(=O)NCCN2CCCCC2)cc1OC (stereo unspecified)
→ -0.1 | 0.5 | 2 | -7
> O=C1CN=C(Nc2ccccc2Cl)N1Cc1ccc2c(c1)OCO2
→ -0.3 | -0.1 | -4 | -3
> CCOC(=O)C1CCCCN1Cc1cc(OC)c(OC)cc1Br (stereo unspecified)
→ 0.0 | 1.2 | 8 | -2
> CC1C=CCC2C(=O)N(c3ccc(F)c([N+](=O)[O-])c3)C(=O)C12 (stereo unspecified)
→ 0.0 | 0.9 | -4 | 15
> Oc1ccc(CCNc2nc(N3CCN(c4ccccn4)CC3)nc3c2ncn3-c2ccccc2)cc1
→ -0.1 | 0.1 | 8 | 4
> CC1CCC(NC(=O)C2CC3CCCN3C23C(=O)N(C)c2ccccc23)CC1 (stereo unspecified)
→ 0.0 | 1.6 | -1 | -14
> O=C(CN1C(=O)C(c2ccccc2)=NC12CCCCC2)Nc1ccccc1
→ 0.2 | -1.2 | 8 | 12
> CN1CCN(CC(=O)N2CCCC(c3nc4sc5c(c4c(=O)[nH]3)CCCC5)C2)CC1 (stereo unspecified)
→ -0.3 | -0.2 | -3 | 4
> COCCNC(=O)c1ccc(N2CC3CC(C2)c2cccc(=O)n2C3)c(NC(=O)c2cc(OC)ccc2Br)c1 (stereo unspecified)
→ -0.1 | 2.3 | -6 | -7
> COc1ccc(NS(=O)(=O)c2cc([N+](=O)[O-])ccc2N/N=C(\C)c2ccccn2)cc1
→ -0.2 | -1.6 | 2 | -2
> Nc1cc(Oc2ccc3ccccc3c2)c(Cl)cc1[N+](=O)[O-]
→ 0.0 | 1.4 | 2 | -12
> CCC(=O)Nc1ccc(NC(=O)C2CCCCC2)cn1
→ -0.2 | -0.1 | 4 | -6
> COC(=O)c1ccc(N=Cc2cc(OC)ccc2O)cc1
→ 0.0 | 1.2 | 6 | 0

6 compounds picked at random from the list so far, as already listed:
Values run as follows: FBW7 activator | GPR151 ag | TEAD-YAP inh | MITF inh
> CCOC(=O)C1CCCCN1Cc1cc(OC)c(OC)cc1Br (stereo unspecified)
→ 0.0 | 1.2 | 8 | -2
> COCCNC(=O)c1ccc(N2CC3CC(C2)c2cccc(=O)n2C3)c(NC(=O)c2cc(OC)ccc2Br)c1 (stereo unspecified)
→ -0.1 | 2.3 | -6 | -7
> COc1ccc(-c2noc(CC(=O)Nc3nc(C)cs3)n2)cc1
→ -0.1 | 3.4 | -5 | 9
> Nc1cc(Oc2ccc3ccccc3c2)c(Cl)cc1[N+](=O)[O-]
→ 0.0 | 1.4 | 2 | -12
> O=C1CN=C(Nc2ccccc2Cl)N1Cc1ccc2c(c1)OCO2
→ -0.3 | -0.1 | -4 | -3
> CCOc1cc(C(=O)Nc2c3c(nn2-c2ccc([N+](=O)[O-])cc2)CSC3)cc(OCC)c1OCC
→ -0.1 | 0.0 | -6 | -4

Additional compounds
Values run as follows: FBW7 activator | GPR151 ag | TEAD-YAP inh | MITF inh
> CC(C)OC(=O)CCCN1C(=O)c2ccc(N)cc2C1=O
→ 0.0 | 0.9 | -2 | 13
> CC(=O)c1cccc(NC(=O)C2(S(=O)(=O)c3ccc(C)cc3)CC2)c1
→ 0.2 | -0.5 | 10 | 7
> COC(=O)C1=C(C)NC(=O)N(C(C)=O)C1c1ccccc1 (stereo unspecified)
→ 0.0 | 0.2 | 5 | 1
> CCOCN(C(=O)C[n+]1ccccc1)c1c(C)cccc1CC
→ -0.1 | 0.4 | 5 | 6
> CC1CCCC(NC(=O)CCCNC(=O)Cn2cnc3sc4c(c3c2=O)CCCC4)C1C (stereo unspecified)
→ 0.1 | 0.1 | 7 | -16
> OC(COc1ccccc1)Cn1cc(Br)cn1 (stereo unspecified)
→ -0.1 | 0.7 | -14 | 7
> CCC(C)(C)NS(=O)(=O)c1ccc2c(c1)OCC(=O)N2
→ 0.0 | -1.2 | 9 | 5
> COc1ccc(Cl)cc1S(=O)(=O)N1CCN(CC(=O)Nc2ccccc2F)CC1
→ 0.2 | 1.0 | 3 | -8
> O=C(CC(=O)Nc1ccc(C(=O)NC2CCCCC2)cc1)Nc1ccc(C(=O)NC2CCCCC2)cc1
→ 0.1 | -0.8 | 0 | 0
> COc1ccc(N/C=C(/C#N)c2nc(-c3ccc(F)cc3)cs2)c(OC)c1
→ 0.1 | 1.8 | -3 | 9
> Cc1ccn2cc(CN3C(=O)c4ccccc4C3=O)nc2c1
→ 0.0 | -0.4 | 10 | -14
> O=C(CSc1nnc(-c2ccccc2Cl)o1)N1CCN(c2ccccc2)CC1
→ 0.2 | -1.4 | 1 | -8
> COc1ccc2cc(CN(Cc3ccccc3)Cc3nnnn3C(C)(C)C)c(=O)[nH]c2c1
→ 0.1 | -1.2 | -12 | 16
> COc1ccccc1Nc1nc(-c2ccccc2)nc2ccccc12
→ 0.6 | -1.3 | 10 | -10
> Cc1ccc2[nH]c(=O)c(CN(CCCO)S(=O)(=O)c3ccc4c(c3)OCCO4)cc2c1
→ -0.1 | 4.8 | 1 | 1
> Nc1cccc(-c2cccc(C(=O)NCCCN3CCCC3=O)n2)c1
→ 0.3 | -0.3 | 11 | -4
> O=C(Nc1cccc(-c2ccn[nH]2)c1)C1CCN(Cc2ccc(CO)o2)CC1
→ 0.2 | -0.6 | 7 | 8
> CCSc1nc(-c2ccc(Cl)cc2)c(C#N)c(=O)n1CC
→ 0.1 | 1.5 | -3 | -3
> Cc1nn(-c2ccccc2)c2c1C1(C(=O)N(C)c3ccccc31)N(c1ccccc1)C(=O)N2 (stereo unspecified)
→ 0.1 | -1.6 | 1 | 11
> Cc1csc(NC(=O)CN(C)S(=O)(=O)c2cccc3cccnc23)n1
→ 0.2 | -1.7 | -3 | 7
